Screening data (PubChem BioAssay)
MC4R antagonist = human MC4R antagonism in cAMP assay. MC4R-expressing cells, MTII-stimulated cAMP, LANCE TR-FRET. inhibition, % at 6.5 µM. hit rate 0.48% among 360,000. AID 540295;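 active = inhibition above its plate's cutoff, the mean of tested wells on that plate plus 3 SD, cut at about 29% in these data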;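 note: 0% = Melanotan II alone and 100% = Melanotan II plus saturating MCL0020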
Target sequence (P32245 whole entry, looked up): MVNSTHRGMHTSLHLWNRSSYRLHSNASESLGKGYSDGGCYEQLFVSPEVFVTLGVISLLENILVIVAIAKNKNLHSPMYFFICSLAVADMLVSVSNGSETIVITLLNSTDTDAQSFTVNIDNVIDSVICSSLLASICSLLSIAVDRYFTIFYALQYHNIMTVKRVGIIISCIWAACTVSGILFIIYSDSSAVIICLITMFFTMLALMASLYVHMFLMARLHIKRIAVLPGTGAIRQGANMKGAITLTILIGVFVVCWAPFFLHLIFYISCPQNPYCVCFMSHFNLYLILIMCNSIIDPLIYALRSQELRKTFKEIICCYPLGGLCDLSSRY
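Assay system: U2OS-MC4R stable cell line; Also added: Melanotan II; Technique: Eu-cAMP/anti-cAMP TR-FRET, emission 671 nm; Times: 30-min compound, 1-h challenge, 1-h detection, room temperature.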
CaV13 ICDI inh = Disruptors of the CACNA1D IQ motif to Ca2+-dependent inactivation inhibitor domain association, primary screening, Förster resonance energy transfer in intact living …; HEK cells, CFP/YFP FRET ICDI-IQ, plate reader, 10 min; percent FRET-ratio fall versus neutral wells; inhibition, % at 12.3 µM; hit rate 0.098% among 340,000;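 active = mean replicate inhibition of at least 30% and at least 1% of replicates passing that level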;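 note: 0% = median of the neutral control wells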
ABCB6 inh MLPCN = inhibitors of human ABC transporter ABCB6. Q9NP58. K562-ABCB6 porphyrin accumulation, flow cytometry, 1 h; stronger effect = lower value. fluorescence ratio to DMSO, % at 10 µM. hit rate 0.19% among 360,000. AID 602162;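 active = fluorescence ratio to DMSO below 75%, the collection mean minus 3 SD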;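 note: signal is porphyrin accumulated inside mitochondria; 100% equals median channel fluorescence of DMSO control wells; lower ratio means ABCB6 inhibition with less porphyrin fluorescence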
MC4R barr agon = human MC4R agonism via beta-arrestin | P32245 | U2OS MC4R beta-arrestin complementation, luminescence; percent of melanotan II response, DMSO zero | activation, % at 8.9 µM | hit rate 0.98% among 360,000 | AID 540308;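 active = activation above a per-plate cutoff, the mean activation of sample wells on that plate plus 3 SD, cut at about 8% in these data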
Exocytosis inh = blocks lytic granule exocytosis | TALL-104 LAMP-1 surface exposure, flow cytometry; cells stimulated with thapsigargin and PMA | inhibition, % at 10 µM | hit rate 0.66% among 360,000;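 active = inhibition above about 55%, limit read from the data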
ABHD5-PLIN5 inh = ABHD5-PLIN5 protein interaction inhibition; Q00G26+Q8WTS1; Split G. princeps luciferase complementation, luminescence, 4 h; inhibition, % at 4 µM; hit rate 0.78% among 360,000; AID 602281;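 active = inhibition above the mean inhibition across every tested compound plus 3 SD, cut at about 22% in these data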;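 note: 0% = DMSO only wells and the 100% control is not disclosed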
m5-HT2A agonist = agonists of mouse serotonin 5-HT2A receptor (HTR2A). P35363. CHO-K1 mHTR2A beta-arrestin complementation, luminescence; percent of 30 µM serotonin response. activation, % at 7.6 µM. hit rate 0.66% among 360,000. AID 624169;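 active = activation above a run cutoff, the mean activation of all tested compounds plus 3 SD, cut at about 14% in these data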;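 note: 0% = plate median of compound wells and 100% = 30 µM serotonin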
Target sequence (P35363 whole entry, looked up): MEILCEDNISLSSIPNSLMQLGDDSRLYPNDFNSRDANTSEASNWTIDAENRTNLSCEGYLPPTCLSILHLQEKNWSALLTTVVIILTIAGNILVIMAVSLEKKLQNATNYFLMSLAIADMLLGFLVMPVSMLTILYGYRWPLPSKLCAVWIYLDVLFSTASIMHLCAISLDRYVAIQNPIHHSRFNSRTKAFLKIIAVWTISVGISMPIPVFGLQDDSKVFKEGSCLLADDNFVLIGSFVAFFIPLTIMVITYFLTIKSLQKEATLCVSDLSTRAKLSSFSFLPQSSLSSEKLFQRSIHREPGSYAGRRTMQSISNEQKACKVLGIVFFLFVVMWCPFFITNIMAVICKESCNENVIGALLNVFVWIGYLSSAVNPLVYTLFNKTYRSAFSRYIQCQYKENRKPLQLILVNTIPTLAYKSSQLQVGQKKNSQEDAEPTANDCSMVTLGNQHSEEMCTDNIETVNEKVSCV
N-glyco inh = N-linked glycosylation inhibition. D54 ERlucT glycosylation luciferase reporter, 24 h; percent of 100 nM tunicamycin response. reporter increase, % at 12.5 µM. hit rate 0.23% among 360,000;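 active = mean luciferase reporter signal, scaled so untreated is 0 and the glycosylation-blocking control 100, at or above a set limit in every replicate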;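 note: luciferase carries N-glycosylation sites so blocking glycosylation raises the light; 0% = median of neutral control wells and 100% = median of 100 nM tunicamycin wells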
PDI turbidity = blocks human protein disulfide isomerase activity | PDI insulin aggregation turbidity, A650, 90 min | inhibition, % at 10 µM | hit rate 0.052% among 350,000;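 active = mean inhibition across replicates of 30% or more, whatever share of single replicates reach that level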;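 note: absorbance from insulin aggregation driven by PDI reduction with DTT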
H9c2 protect = modulators protecting cardiomyocytes from myocardial damage. H9c2 cardiomyocytes, H2O2 injury protection, ATPLite, 2 h. hit rate 0.63% among 360,000. protection from H2O2 cell death, % at 20 µM;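 active = compounds giving at least 50% protection of heart cells from peroxide-induced death in the single-dose screen, raw or plate-pattern-corrected value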;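 note: 0% = DMSO wells with peroxide and 100% = DMSO wells without peroxide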
Numbers without * were called inactive; · = no result given. This is a random part of the collection, and some 4.2% of all compounds hit somewhere here.

SMILES	MC4R antagonist	CaV13 ICDI inh	ABCB6 inh MLPCN	MC4R barr agon	Exocytosis inh	ABHD5-PLIN5 inh	m5-HT2A agonist	N-glyco inh	PDI turbidity	H9c2 protect
C/C(CC(=O)Nc1ccc2c(c1)OCCO2)=N\NC(=O)c1ccc([N+](=O)[O-])cc1Cl	4.5	-3.2	98.0	-2.0	8.4	-3.8	1.9	-0.5	-9.9	5.4
COCCNc1nc(-c2cc(C)n(CCc3ccc(OC)cc3)c2C)cs1	7.7	-5.2	132.0	-1.6	0.7	-7.6	-2.1	-0.4	2.7	-3.5
C/C(=N\NC(=O)c1ccc(NS(=O)(=O)c2cccs2)cc1)c1ccc(Cl)cc1	2.8	-2.9	104.0	-0.6	3.9	-17.9	-5.0	-1.4	2.0	6.2
CCc1ccc(/C=N\n2cnnc2)cc1	2.3	-5.6	97.0	-1.1	16.2	-5.0	6.7	-0.1	5.8	-1.8
Cc1cccc(NC(=O)Cn2c(=O)oc3ccccc32)c1	-0.6	-2.8	95.0	-0.6	-4.1	-0.7	12.6	-1.3	1.0	5.6
FC(F)(F)c1cnc(N2CCN(C(=S)NCc3ccccc3)CC2)c(Cl)c1	3.3	-5.1	98.0	0.4	-8.0	-8.8	0.7	-5.5	4.6	1.5
Cc1cccc(C)c1NC(=S)N/N=C1\CC2CC=CC12 (centres undefined)	4.2	-3.4	105.0	-2.5	6.9	-3.4	-0.5	3.6	0.3	-1.9
CC1CCN(S(=O)(=O)c2cc([N+](=O)[O-])ccc2Cl)CC1	9.5	-1.3	92.0	-0.2	-1.4	-0.8	0.1	8.3	-1.1	-4.4
COc1ccc(N(CC(=O)NCc2ccccc2OC)S(=O)(=O)c2c(C)nn(C)c2C)cc1	4.2	-3.5	98.0	0.3	-0.9	-2.9	1.2	0.9	·	11.3
CC(C)(C)OC(=O)N(Cc1ccccc1)Cc1ccccc1OCc1ccc(NC(=O)C2CCC2)cc1	6.6	-5.2	96.0	-0.1	-0.7	-2.3	-8.8	-10.8	-5.4	-8.4
Cc1ccc(CNC(=O)c2ccc3c(=O)n4c(-c5ccc(C)cc5)csc4nc3c2)cc1	-3.1	-7.8	87.0	-0.5	13.5	-2.4	3.7	4.2	17.1	-1.4
O=C(Nc1ccccc1OC(F)F)C1CC(=O)N(Cc2ccccc2)C1 (centres undefined)	4.5	-5.8	99.0	-0.9	2.5	4.8	6.3	1.9	4.6	-4.7
COC(=O)C1=C(C)N(c2ccc(Br)cc2)C(=O)/C1=C\c1ccco1	-4.5	-1.8	96.0	-1.3	1.4	0.8	-1.5	0.0	11.6	6.3
Cc1ccc(OCc2ccc(C(=O)Nc3nc4ccccc4n3Cc3ccccc3)o2)c([N+](=O)[O-])c1	7.8	-5.2	93.0	0.2	-2.5	2.0	7.2	-1.7	-4.3	3.3
COc1ccc(CNC(=O)C2CCN(C(=O)c3ccccc3)CC2)cc1	6.6	-5.1	109.0	0.7	-4.8	1.5	-1.3	1.0	-6.1	4.3
O=C(O)c1ccsc1Cc1cccs1	-3.9	-8.6	93.0	0.2	-1.9	7.8	7.0	1.2	-2.5	-1.0
C=CCn1cccc(C(=O)Nc2ccc(OC)cc2)c1=O	-1.0	2.3	111.0	-0.8	2.5	-1.1	-0.5	-0.4	3.8	-0.3
CCCCc1cc(=O)oc2cc(OC3CCCCC3=O)ccc12 (centres undefined)	25.8	-20.0	95.0	-1.3	-0.5	8.3	-7.9	1.4	6.0	-1.6
COc1ccc(C(=O)NCC(=O)NCc2ccc3c(c2)OCO3)cc1[N+](=O)[O-]	8.8	-6.8	92.0	-1.1	14.0	0.9	-0.8	-1.0	10.9	4.9
COc1ccc(/C=C(/NC(=O)c2ccccc2)C(=O)NCC2CCCO2)cc1 (centres undefined)	10.3	-7.7	102.0	-3.0	-12.6	-2.9	0.0	-0.1	6.2	0.1
O=C(O)CCC(=O)Nc1sc2c(c1C(=O)NC1CCCC1)CCCC2	10.1	·	101.0	-1.4	-6.3	0.7	6.2	0.1	2.0	-1.1
O=C(CN1CCC(C(=O)O)CC1)Nc1ccccc1Oc1ccccc1	-2.2	-4.3	98.0	0.9	-5.3	4.0	-5.7	-0.2	1.7	-0.5
Cc1ccc(Nc2nnc(SCC(=O)NC3CCCc4ccccc43)s2)cc1 (centres undefined)	1.9	-4.9	92.0	-1.4	2.0	1.2	-1.3	-4.1	-4.6	-7.7
COc1cc2c(cc1NC(=O)c1cc(-c3ccncc3)nc3ccccc13)oc1ccccc12	0.6	-3.1	103.0	-0.1	1.4	1.7	-3.7	-4.4	11.1	2.6
CC1CCc2nc(NC(=O)CN3CCN(c4ccccc4)CC3)sc2C1 (centres undefined)	14.0	·	104.0	1.0	9.2	-3.9	-2.9	-0.5	5.6	-3.8

Other structures follow.
SMILES	MC4R antagonist	CaV13 ICDI inh	ABCB6 inh MLPCN	MC4R barr agon	Exocytosis inh	ABHD5-PLIN5 inh	m5-HT2A agonist	N-glyco inh	PDI turbidity	H9c2 protect
CN(C(=O)c1ccco1)c1nc(-c2ccc(F)cc2)cs1	3.0	-20.3	97.0	1.8	-6.9	0.9	2.3	-6.0	-0.6	-1.6
Cc1c(C(=O)N(C)CCOc2ccccc2)oc2c(Cl)cccc12	-5.3	-5.4	103.0	0.9	-1.4	-6.4	-3.2	-1.5	-9.8	-4.9
O=C(COC(=O)/C=C/c1ccccc1[N+](=O)[O-])NCc1ccco1	4.6	-14.4	105.0	-0.7	3.5	-3.1	-2.9	0.5	14.0	1.2
COc1cc(Br)c(C2C(C#N)=C(N)Oc3n[nH]c(-c4cccnc4)c32)cc1OC (centres undefined)	-4.8	-1.7	93.0	-1.7	-3.3	-1.4	-1.5	0.3	-0.5	12.9
O=C(Nc1ccc(F)c(F)c1)C1CCN(S(=O)(=O)c2cccs2)CC1	3.6	-16.6	94.0	-2.6	3.2	-13.8	-1.0	-4.1	-18.4	-8.6
CCCN1Cc2cccc(C(=O)NC(CC(=O)OCC)c3ccc(C)cc3)c2C1=O (centres undefined)	5.3	-5.1	99.0	1.7	-1.2	1.1	-2.3	-3.6	18.1	-1.0
CC(C)n1c(SCC(N)=O)nc2c1c(=O)[nH]c(=O)n2C	-5.8	1.4	101.0	-0.1	0.3	-0.6	-2.4	1.3	1.2	1.2
CCCC(C)C(=O)Nc1nc(C)c(-c2csc(Nc3ccc(Cl)cc3)n2)s1 (centres undefined)	6.7	-9.2	101.0	-1.2	4.8	-20.6	-1.0	-3.8	3.2	-15.7
c1ccc(CN2C3=NCCCN3c3ccccc32)cc1	2.9	-6.8	97.0	0.0	-0.4	-1.5	-5.3	0.4	3.8	·
Cc1ccccc1OCC(O)Cn1c(NCc2ccco2)nc2c1c(=O)[nH]c(=O)n2C (centres undefined)	3.3	-9.8	94.0	3.8	12.8	7.7	3.6	3.0	0.9	6.8
COc1ccc(OC)c(NC(=O)CCC(=O)Nc2nnc(C(C)C)s2)c1	3.7	-4.7	100.0	-0.3	-8.4	1.2	3.3	1.9	3.9	-1.4
COC(=O)c1ccc(-c2c(-c3ccccc3)ncc3cc(F)ccc23)cc1	-2.9	-6.1	96.0	4.8	5.5	6.7	-3.5	-1.6	-1.6	4.7
CCOC(=O)c1cnc2nc(C)[nH]n2c1=O	3.7	-4.0	100.0	-0.3	-0.4	4.6	0.0	1.2	-4.5	25.5
O=[N+]([O-])c1ccc(Oc2ccc(Oc3ccc(C(F)(F)F)cn3)cc2)nc1	5.7	-4.9	99.0	0.3	-1.9	4.3	-3.5	-1.6	0.7	-4.4
CN(C)CCCNc1nc2cc(-c3cccc(C(F)(F)F)c3)sc2c(=O)n1C	-4.5	-6.3	91.0	-0.6	15.0	2.8	2.0	-4.6	-1.4	-23.8
CC(C)(C)c1ccc(C(=O)NCCC(=O)N2CCC3(CC2)NCCc2[nH]cnc23)cc1	5.7	-2.2	101.0	-0.8	-2.4	1.0	2.0	0.6	3.8	3.7
COCc1nnc(NS(=O)(=O)c2ccc(F)cc2)s1	14.4	-20.1	106.0	0.6	-2.3	-2.5	0.4	0.6	1.6	2.8
CC(C)CN(CCNC(=O)CN1N=C(c2ccc(Cl)cc2)CCC1=O)CC(C)C	1.4	-4.2	95.0	0.6	42.6	5.3	-3.8	-3.1	-13.4	9.3

Two compounds from above with just H9c2 protect and m5-HT2A agonist:
mol	H9c2 protect	m5-HT2A agonist
CN(C)CCCNc1nc2cc(-c3cccc(C(F)(F)F)c3)sc2c(=O)n1C	-23.8	2.0
CC(C)(C)c1ccc(C(=O)NCCC(=O)N2CCC3(CC2)NCCc2[nH]cnc23)cc1	3.7	2.0

Pulled by structure from above (5):
SMILES	MC4R antagonist	CaV13 ICDI inh	ABCB6 inh MLPCN	MC4R barr agon	Exocytosis inh	ABHD5-PLIN5 inh	m5-HT2A agonist	N-glyco inh	PDI turbidity	H9c2 protect
COc1cc(Br)c(C2C(C#N)=C(N)Oc3n[nH]c(-c4cccnc4)c32)cc1OC (centres undefined)	-4.8	-1.7	93.0	-1.7	-3.3	-1.4	-1.5	0.3	-0.5	12.9
CN(C)CCCNc1nc2cc(-c3cccc(C(F)(F)F)c3)sc2c(=O)n1C	-4.5	-6.3	91.0	-0.6	15.0	2.8	2.0	-4.6	-1.4	-23.8
CCCC(C)C(=O)Nc1nc(C)c(-c2csc(Nc3ccc(Cl)cc3)n2)s1 (centres undefined)	6.7	-9.2	101.0	-1.2	4.8	-20.6	-1.0	-3.8	3.2	-15.7
CC(C)CN(CCNC(=O)CN1N=C(c2ccc(Cl)cc2)CCC1=O)CC(C)C	1.4	-4.2	95.0	0.6	42.6	5.3	-3.8	-3.1	-13.4	9.3
O=C(Nc1ccc(F)c(F)c1)C1CCN(S(=O)(=O)c2cccs2)CC1	3.6	-16.6	94.0	-2.6	3.2	-13.8	-1.0	-4.1	-18.4	-8.6

Structural class, the compounds so far with an aryl thioether with sulfur outside any ring
SMILES	MC4R antagonist	CaV13 ICDI inh	ABCB6 inh MLPCN	MC4R barr agon	Exocytosis inh	ABHD5-PLIN5 inh	m5-HT2A agonist	N-glyco inh	PDI turbidity	H9c2 protect
Cc1ccc(Nc2nnc(SCC(=O)NC3CCCc4ccccc43)s2)cc1 (centres undefined)	1.9	-4.9	92.0	-1.4	2.0	1.2	-1.3	-4.1	-4.6	-7.7
CC(C)n1c(SCC(N)=O)nc2c1c(=O)[nH]c(=O)n2C	-5.8	1.4	101.0	-0.1	0.3	-0.6	-2.4	1.3	1.2	1.2
